Source: PubChem
TAAR1 agonist – human TAAR1 agonists, primary screen, Fluo-8 calcium fluorescence, CHO RD-HGA16 cells. vehicle wells 0%, saturating PEA agonist 100%. AID 624467, 2012. 0.99% of 360,000 active. activation, % at 3 µM. Trace amine-associated receptor 1 (Homo sapiens), Q96RJ0;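 active = activation above the mean activation of all test compounds in the run plus 3 SD, cut at about 38% in these data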
Target sequence (Q96RJ0 whole entry, looked up): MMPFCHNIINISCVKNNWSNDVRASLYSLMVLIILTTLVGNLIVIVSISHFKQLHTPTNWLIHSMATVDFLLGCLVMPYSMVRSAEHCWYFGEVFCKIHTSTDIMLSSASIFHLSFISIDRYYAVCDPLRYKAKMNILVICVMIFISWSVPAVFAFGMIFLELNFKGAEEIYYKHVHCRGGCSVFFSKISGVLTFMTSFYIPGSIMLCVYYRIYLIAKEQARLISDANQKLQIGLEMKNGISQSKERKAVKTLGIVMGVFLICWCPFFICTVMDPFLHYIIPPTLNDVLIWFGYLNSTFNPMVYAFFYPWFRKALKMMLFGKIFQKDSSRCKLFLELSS
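Benchmarks: low control DMSO, high control PEA (EC100); System: CHO RD-HGA16 cells carrying human TAAR1 plus Gα16; Detection: Fluo-8 fluorescence, 5 s baseline then 140 s kinetic read; Schedule: 17-24 h plating, Fluo-8 75 min 37 °C, 30 min RT; Read-out basis: % activation from peak over basal fluorescence ratio, DMSO-to-PEA scaled.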
CHO-K1 Ca PAM – nonselective calcium activators in parental CHO-K1 cells, primary screen, counter-screen for M1 PAM project, cell-based, Fluo-8 calcium fluorescence, full deck, 1536-well. ATP EC20; 0% at ATP EC20, 100% at ATP max. activation, % at 3 µM. 0.02% of 360,000 active. AID 602247, 2012;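 active = activation above the run cutoff, the mean activation of all test compounds plus 3 SD, cut at about 40% in these data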;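 also: peak over basal fluorescence ratio in a 140 s read after ATP addition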
TAAR1 antag – human TAAR1 antagonists, primary screen, Fluo-8 calcium fluorescence, CHO RD-HGA16 cells; 1.5% of 360,000 active; antagonist; inhibition, % at 3 µM;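 active = inhibition above a per-plate cutoff, the mean inhibition of test compounds on that plate plus 3 SD, cut at about 49% in these data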;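 also: 0% = DMSO plus EC80 beta-PEA response and 100% = DMSO alone without agonist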
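Test system – hTAAR1-expressing CHO RD-HGA16 cells, Gα16-coupled · Reagent – β-PEA at EC80 concentration, post-compound challenge · Compound dosing – 3 µM, single point · Timing – 140 s kinetic read after compound, 140 s after agonist · Detection – Fluo-8 intracellular calcium dye fluorescence, real-time kinetic reads · Control set – DMSO and EC80 PEA controls · Repeats – n of 1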
M1 ag parental – counter-screen for M1 agonists: effect in parental CHO-K1 cells; 0.48% of 360,000 active; Fluo-8 calcium fluorescence; scaled to maximal ATP response, vehicle zero; activation, % at 3 µM; in the data active = activation above about 15%;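 also: untransfected CHO-K1 host cells lacking M1 receptor as counterscreen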
CHO parental Ca – ATP-evoked calcium signal inhibitors, parental CHO, primary screen, counter-screen for OX1R antagonist project, cell-based, fluorescence, Fluo-8 calcium dye | parental CHO-K1, ATP-induced calcium, Fluo-8 fluorescence | 0.63% of 330,000 active | AID 463079, 2010 | inhibition, % at 5.6 µM;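 active = inhibition above that plate's mean sample inhibition plus 3 SD, cut at about 26% in these data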;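 also: 0% = ATP-challenged DMSO wells and 100% = DMSO wells without ATP; some compounds past the cut are filed as inactive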
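Assay system: untransfected parental CHO cell line. Also added: ATP agonist challenge. Dosing: one dose, 5.6 µM nominal. Measured by: Fluo-8 fluorescence. Read-out: % inhibition. Benchmarks: ATP wells versus no-ATP DMSO wells. Repeats: no replicates.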
CHO-K1 Ca antag – counter-screen for M1 antagonists: effect in parental CHO-K1 cells; ATP-induced calcium, Fluo-8 fluorescence; inhibition, % at 3 µM; 0.6% of 360,000 active; AID 602250;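 active = inhibition above a per-plate cutoff, the plate's mean sample inhibition plus 3 SD, cut at about 24% in these data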;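 also: 0% = DMSO plus EC80 ATP and 100% = DMSO alone without ATP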
V1aR counter – agonists of human V1a receptor, primary screen, counter-screen for OXTR agonist project, fluorescence, CHO-V1R cells | activation, % at 3 µM | Fluo-8 calcium fluorescence, agonist mode; 0% DMSO, 100% 3 nM vasopressin | Vasopressin V1a receptor (Homo sapiens), P37288 | 0.25% of 320,000 active;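 active = activation above the mean activation of all tested compounds plus 3 SD, per screening run, cut at about 20% in these data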;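 also: signal is peak over basal fluorescence ratio across a 100 second FLIPR read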
OXTR potentiate – human OXTR potentiators, primary screen, fluorescence, CHO-OTR cells, Fluo-8 calcium; Oxytocin receptor (Homo sapiens), P30559; Fluo-8 calcium fluorescence, potentiator mode; 0% = oxytocin EC15, 100% = EC100; activation, % at 3 µM; 0.061% of 320,000 active; AID 2445, 2010;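 active = activation above that plate's cutoff, the mean activation of tested compounds plus 3 SD, cut at about 6.6% in these data, passing the limit was not always enough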;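 also: 100% uses oxytocin at 75 nM as the full agonist control; some results filed as inactive read as strong as hits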
Target sequence (P30559 whole entry, looked up): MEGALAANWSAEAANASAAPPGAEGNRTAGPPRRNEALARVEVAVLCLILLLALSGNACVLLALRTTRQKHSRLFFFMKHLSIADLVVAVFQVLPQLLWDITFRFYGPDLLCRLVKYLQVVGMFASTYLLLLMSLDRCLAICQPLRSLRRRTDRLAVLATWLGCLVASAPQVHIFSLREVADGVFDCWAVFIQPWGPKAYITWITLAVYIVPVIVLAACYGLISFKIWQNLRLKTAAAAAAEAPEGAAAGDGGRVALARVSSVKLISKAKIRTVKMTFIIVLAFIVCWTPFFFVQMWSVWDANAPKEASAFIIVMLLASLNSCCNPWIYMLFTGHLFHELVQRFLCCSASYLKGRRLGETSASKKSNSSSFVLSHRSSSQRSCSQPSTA
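Dosing: Single dose, 3.0 µM nominal final compound concentration | Material: Human OTR in CHO cells | Technique: Kinetic Fluo-8 calcium fluorescence | Benchmarks: EC15 oxytocin alone as 0%, 75 nM oxytocin as 100% | Probe or stimulus: Oxytocin at about EC15, sub-maximal agonist stimulus | Incubation: Compound 6 min at room temperature before oxytocin, 100 s read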
CHRM1 agonist – human M1 muscarinic receptor agonists, primary screen, Fluo-8 calcium fluorescence, CHO-K1 cells, HTS | Muscarinic acetylcholine receptor M1 (Homo sapiens), P11229 | CHO-K1 hM1, agonist mode; 0% DMSO, 100% acetylcholine EC100 | activation, % at 3 µM | 0.33% of 360,000 active | AID 588814, 2011;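 active = activation above the run's mean compound activation plus 3 SD, cut at about 16% in these data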;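 also: peak over basal fluorescence ratio within a 140 s kinetic read after compound addition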
Starred values were filed as active, the others as inactive; . = not tested or not shown. Random draw from the library. Share with any hit: about 3.3%.

SMILES	TAAR1 agonist	CHO-K1 Ca PAM	TAAR1 antag	M1 ag parental	CHO parental Ca	CHO-K1 Ca antag	V1aR counter	OXTR potentiate	CHRM1 agonist
Cc1ccc(NCc2nnc(SCC(=O)NNC(=O)Cc3ccccc3)n2C)cc1	1	18	-21	0.3	-11	-22	0.0	2	-3
CC(C)CN1CCC(CN2CCNC(=O)C2=O)CC1	1	11	-5	0.4	.	-7	.	.	-3
Cc1[nH]nc2cn[nH]c12	6	-6	1	0.1	4	-48	0.5	0	0
O=C(COC(=O)CC(c1ccccc1)c1ccccc1)Nc1c(F)cccc1F	-3	.	11	.	-3	.	-0.5	-5	.
O=C(O)c1cccc(-c2nnn(Cc3ccccc3)n2)c1	17	-6	6	-0.4	-6	20	0.1	-4	0
CCOC(=O)c1ccc(NC(=O)Cc2coc3cc4c(cc23)CCC4)cc1	2	-10	16	3.5	14	19	4.2	-14	-3
COc1ccc(-c2noc(CN3CCOCC3)n2)cc1OC	8	15	-7	-0.2	-6	-6	0.9	-8	-3
Cc1nc2ccc(-c3nc4cc(N)ccc4o3)cc2[nH]1	9	-3	3	-0.3	7	21	0.1	-14	-2
COc1cc(/C=N/NC(=O)c2sc(N)c(C#N)c2C)ccc1O	23	17	46	0.8	-15	18	-0.1	-10	0
CCOC(=O)C1(C)CCCN(C(=O)c2ccc(-c3ccccc3)cc2)C1 (configuration not stated)	4	0	-12	1.6	.	-2	.	.	-3
O=[N+]([O-])c1ccccc1Oc1ccc(S(=O)(=O)N2CCOCC2)cc1	5	-8	11	6.3	0	-18	4.5	-12	-3
COc1ccc2oc(C(=O)NCc3ccccc3CN3CCCC3)c(C)c2c1	9	-19	-10	-0.1	-17	0	0.7	-5	-9
CCOc1ccc(C(=O)OCC(=O)N2CCCC2)cc1OCC	0	8	2	1.1	-15	-16	0.2	3	-6
CCCCN(C)CCNC(=O)c1cc2c(-c3ccccc3F)nn(C)c2s1	3	-21	-5	1.2	-16	10	0.9	-1	-6
Cc1ccc(S(=O)(=O)N(C)CC(=O)O/N=C(\N)c2cccnc2)cc1	-1	-17	28	1.1	-12	11	1.8	-2	8
O=C(Nc1nc(-c2ccccn2)cs1)C12CC3CC(CC(O)(C3)C1)C2	5	8	7	0.7	-11	7	0.9	-12	-7
CCC(=O)N1c2ccc(S(=O)(=O)CCC(=O)NC3CCCC3)cc2CC1C (configuration not stated)	3	-4	13	0.0	-7	11	0.1	-11	-2
CCCn1c(N)c(N2CCCCC2)c(=O)n(CC(=O)Nc2cccc(S(=O)(=O)N(C)C)c2)c1=O	1	13	-7	-0.1	-9	-24	-0.1	0	-2
CCOc1ccccc1NC(=O)CCS(=O)(=O)c1cccs1	0	-18	0	-0.1	-14	13	0.2	2	0
CS(=O)(=O)N(Cc1ccc(Cl)cc1)c1ccc(C(=O)NCc2ccccn2)cc1	35	8	9	8.4	-11	-12	17	-7	10
COc1ccc(N2CCN(C(=O)COC(=O)CCOc3ccc(C)cc3)CC2)cc1	1	-19	-17	0.2	0	5	3.4	-7	-1
COc1cccc(-c2csc(N3CCN(C(=S)Nc4ccccc4)CC3)n2)c1	1	21	36	3.5	-16	-21	0.4	-6	-4
CC(=O)NC1=NN(C(C)=O)C(C)(c2ccc(C)o2)S1 (configuration not stated)	7	23	18	0.6	-13	-6	0.8	0	-5
O=C(NNC1=C(C(=O)C(F)(F)F)CCC1)c1cccc(Cl)c1	0	3	15	4.5	4	9	-0.7	-4	-2
NC(=O)c1sc2nc3c(c(-c4ccco4)c2c1N)CCCC3	7	11	-23	0.9	-8	-5	-1.6	-2	-5
Cc1ccn2c(C=O)c(-c3ccc(F)cc3)c(C=O)c2c1	-2	11	-14	-1.4	-16	-11	-1.7	-6	-6
O=C(NCC1CCCCC1)c1cc([N+](=O)[O-])ccc1Cl	-3	8	-10	0.8	-11	2	-0.5	2	-6
O=[N+]([O-])c1cccc(COc2cccc(CN3CCOCC3)c2)c1	1	-9	30	0.7	.	2	.	.	-9
Cc1cc(-c2nc(C)c(C(=O)NNS(=O)(=O)c3cccc(C(F)(F)F)c3)s2)no1	4	11	-41	0.6	-6	-10	-0.4	3	-4
OCCNCCCCSc1ccc(Cl)cc1	9	7	2	0.6	-1	2	0.6	2	-10

Reformatted as comma-separated lines: part of the list above
Structure,TAAR1 agonist,CHO-K1 Ca PAM,TAAR1 antag,M1 ag parental,CHO parental Ca,CHO-K1 Ca antag,V1aR counter,OXTR potentiate,CHRM1 agonist
CCC(=O)N1c2ccc(S(=O)(=O)CCC(=O)NC3CCCC3)cc2CC1C (configuration not stated),3,-4,13,0.0,-7,11,0.1,-11,-2
O=[N+]([O-])c1cccc(COc2cccc(CN3CCOCC3)c2)c1,1,-9,30,0.7,.,2,.,.,-9
O=C(Nc1nc(-c2ccccn2)cs1)C12CC3CC(CC(O)(C3)C1)C2,5,8,7,0.7,-11,7,0.9,-12,-7

Going on with the list.
SMILES	TAAR1 agonist	CHO-K1 Ca PAM	TAAR1 antag	M1 ag parental	CHO parental Ca	CHO-K1 Ca antag	V1aR counter	OXTR potentiate	CHRM1 agonist
O=C(NNC(=O)c1cc([N+](=O)[O-])ccc1Cl)c1cccs1	0	9	-8	0.6	-4	-1	0.2	-13	1
COc1cccc(CNC(=O)CCNC(=O)c2ccc(Br)o2)c1	3	16	7	0.7	-4	-11	-0.6	7	-3
O=C(O)c1occc1CSc1ccccc1	0	-10	-1	0.7	10	-7	0.0	-8	-4
O=C1Nc2ccc(S(=O)(=O)NCc3ccco3)c3cccc1c23	6	-2	-9	0.2	-10	4	0.2	-5	-2
O=C(OCc1nnc(-c2ccccc2)o1)C12CC3CC(CC(Br)(C3)C1)C2	10	8	0	1.0	.	-16	.	.	-12
COc1ccccc1NC(=O)c1ccc(NC(=O)Cc2n[nH]c(=O)c3ccccc23)cc1	1	28	-3	1.6	-4	-19	0.3	-8	-5
Cc1cc(C)c2nc(N3CCN(C(=O)c4cccs4)CC3)sc2c1	2	12	15	0.5	-9	-1	-0.4	-13	-1
CS(=O)(=O)N(CC(=O)Nc1ccccc1C(=O)N1CCOCC1)c1ccc(F)c(Cl)c1	2	3	-23	1.7	-8	-8	0.7	-1	-1
Cc1c(C(=O)N2CCN(Cc3ccc4c(c3)OCO4)CC2)sc2ncnc(N3CCN(c4ccccc4F)CC3)c12	4	0	77*	6.0	-12	-2	5.3	-9	-2
O=C(c1cnccn1)N1CCN(c2ccccc2)CC1	6	8	-2	0.0	3	-3	-0.4	-2	-5
O=C(COc1ccc(/C=N/NS(=O)(=O)c2ccccc2)cc1)N1CCOCC1	2	4	10	-0.4	-9	5	-0.4	-5	-6
O=C(Nc1ccc(Cl)cc1)[C@@H]1[C@@H]2C(=O)N(c3ccc(Cl)cc3)C(=O)[C@@H]2[C@H]2C=CC=NN21	0	14	-14	-0.1	-19	-7	-1.1	-9	-2
c1cncc(-c2nc(NCc3cccs3)c3ccccc3n2)c1	3	9	0	9.8	-5	0	0.8	-23	-7
Cc1ccc(CNC(=O)CS(=O)(=O)Cc2nc(-c3ccc(C)cc3)oc2C)cc1	0	-10	-24	-0.8	-28	0	-0.3	-6	6
N#Cc1ccc(C(=O)NC2CCCc3ccccc32)cc1 (configuration not stated)	5	3	6	0.1	-4	-2	-0.3	-5	-10
CCN(CCn1cccn1)C(=O)c1cc(COc2ccc(F)cc2Cl)on1	4	-10	-9	1.8	6	-9	2.3	-1	0
CCOC(=O)C1(C)CCN1C(=O)c1ccc(SC(F)(F)F)cc1 (configuration not stated)	2	4	-3	1.1	.	0	.	.	-3
CCN(CC)C(=O)C(C)OC(=O)c1ccc(O)cc1 (configuration not stated)	4	21	3	0.7	-13	-9	1.0	-7	2
Cc1cc(C(=O)OCC(=O)N2c3ccccc3CC2C)c(C)o1 (configuration not stated)	14	17	4	1.3	-26	-7	0.9	-8	-2
COCCNC(=O)c1nc2c(nnn2Cc2cc(C)ccc2C)c(=O)[nH]1	1	13	-36	0.0	-1	-13	-0.2	6	-1
CCN(CC(=O)Nc1c(F)cccc1F)C(=O)CNC(=O)c1ccc(Br)o1	0	8	-2	1.2	-9	0	0.1	-9	0
Cc1ccc(N(Cc2cc(=O)[nH]c3ccccc23)C(=O)C(C)C)cc1	-2	-4	-10	0.2	-17	-7	0.6	0	-5
CC(C)(C)OC(=O)N1CCCC(C(=O)Nc2ccc(C(=O)NCCc3ccccc3)cc2)C1 (configuration not stated)	15	6	1	7.3	.	-7	.	.	0
COc1ccc(OC)c(NC(=O)c2cccc(NC(=O)c3ccccc3C(=O)O)c2)c1	0	-9	-7	0.4	-9	-13	0.2	-18	-3
CCN(CC)c1ccc(/C=N/NC(=O)OC(C)(C)C)cc1	3	-11	-10	0.1	-13	-2	-1.2	-3	3
NS(=O)(=O)c1ccc(N=Cc2ccc(Br)s2)cc1	0	10	7	0.1	-4	-5	1.0	-3	1
Cc1ccc(NC2(C#N)C(=O)Nc3ccccc32)cc1C (configuration not stated)	1	9	-8	0.0	-7	-1	0.7	-7	-4
CCOC(=O)C1=C(O)/C(=C/c2cn(CC(=O)N3CCCC3)c3ccccc23)SC1=Nc1ccccc1	.	11	.	0.1	.	4	.	.	7
O=C(CN1C(=O)c2ccccc2C1=O)NC1CCS(=O)(=O)C1 (configuration not stated)	2	9	-27	1.1	.	-3	.	.	-3
CC1=C(C/C=C(\C)CCCC(C)CCCC(C)CCCC(C)C)C(=O)c2ccccc2C1=O (configuration not stated)	1	-9	4	-0.2	-4	9	0.8	-10	-1
COc1ccc(OCCSCc2nnc(NC(=O)Nc3ccc(Cl)cc3)s2)cc1	2	8	-6	0.4	-15	-1	0.3	0	-2
CCOC(=O)CC(NC(=O)C(CC)c1ccccc1)c1ccccc1Cl (configuration not stated)	4	8	6	0.2	-25	-10	-0.9	-5	-4
COc1cc(CC(CC(=O)c2ccc3c(c2)OCO3)C(=O)O)cc(OC)c1OC (configuration not stated)	2	10	-12	0.3	.	-6	.	.	4
